High-throughput results: PubChem, several laboratories
eLon inh: inhibits E. coli Lon protease; P0A9M0; purified E. coli Lon protease, fluorescence polarization; inhibition, % at 7.94 µM; hit rate 0.42% among 360,000; in the data active means inhibition above about 13%, passing the limit was not always enough;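 further: 0% = enzyme with probe and DMSO and 100% = no enzyme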
MT1-MMP act inh: blocks activation of human MT1-MMP | GFP/RFP ratio change, % at 20 µM | P50281 | hit rate 0.061% among 360,000 | AID 651647 | HT1080 RFP-PRO-GFP cells, GFP/RFP ratio fluorescence, overnight; percent of plate control window, DMSO zero;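 active means GFP/RFP ratio change of at least 30% with cell ATP level not reduced by more than half and red fluorescence within 50% of control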; further: strong numbers were not always called active
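Assay system – RFP-PRO-GFP reporter HT1080 cells · Compound dosing – single dose of 20 µM compound, 1% DMSO final · Incubation – overnight compound exposure at 37 °C · Measure – GFP/RFP fluorescence ratio · Benchmarks – DMSO wells and RFP-L50D-GFP cells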
Rin1-Abl PPI inh: inhibitors of human Rin1-Abl protein interaction; inhibition, % at 7.35 µM; hit rate 0.4% among 360,000; TR-FRET Rin1/Abl binding, biochemical; in the data active means inhibition above about 5%, passing the limit was not always enough
CendR NRP1 mod: modulators of CendR peptide binding to human neuropilin-1. FAM-RPARPAR peptide binding to NRP-1, fluorescence polarization. inhibition, % at 25 µM. hit rate 0.85% among 360,000;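 active means inhibition or corrected inhibition above about 18%, plus a signal ratio from 0.5 to 1.5, limit read from the data, passing the limit was not always enough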; further: strong numbers were not always called active
Target sequence (O14786 whole entry, looked up): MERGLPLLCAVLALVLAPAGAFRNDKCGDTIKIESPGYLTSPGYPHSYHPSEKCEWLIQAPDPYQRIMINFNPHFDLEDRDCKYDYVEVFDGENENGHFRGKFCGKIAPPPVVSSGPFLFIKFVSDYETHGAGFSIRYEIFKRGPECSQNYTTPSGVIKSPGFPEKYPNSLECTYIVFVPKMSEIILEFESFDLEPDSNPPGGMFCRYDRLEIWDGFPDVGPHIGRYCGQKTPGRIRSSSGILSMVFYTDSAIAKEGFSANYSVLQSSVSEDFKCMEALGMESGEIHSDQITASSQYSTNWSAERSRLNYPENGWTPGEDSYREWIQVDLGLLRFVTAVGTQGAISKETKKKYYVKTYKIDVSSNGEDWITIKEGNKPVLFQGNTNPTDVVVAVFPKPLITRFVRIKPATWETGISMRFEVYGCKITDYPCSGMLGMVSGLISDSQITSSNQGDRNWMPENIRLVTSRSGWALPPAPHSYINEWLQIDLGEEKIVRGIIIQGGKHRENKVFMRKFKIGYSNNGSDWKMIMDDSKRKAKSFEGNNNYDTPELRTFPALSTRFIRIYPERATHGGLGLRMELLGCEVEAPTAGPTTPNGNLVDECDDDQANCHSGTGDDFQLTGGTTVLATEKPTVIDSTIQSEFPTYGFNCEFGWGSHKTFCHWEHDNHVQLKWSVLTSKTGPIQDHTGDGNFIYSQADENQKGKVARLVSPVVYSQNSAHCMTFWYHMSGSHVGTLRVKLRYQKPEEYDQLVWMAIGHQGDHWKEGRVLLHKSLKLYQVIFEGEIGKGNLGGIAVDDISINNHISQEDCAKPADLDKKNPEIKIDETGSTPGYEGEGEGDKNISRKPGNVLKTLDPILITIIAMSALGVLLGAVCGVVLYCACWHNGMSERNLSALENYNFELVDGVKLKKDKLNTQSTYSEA
FAS TE block: FAS thioesterase (human) inhibition | P49327 | recombinant FAS-TE, OMFH fluorogenic substrate, fluorescence endpoint | inhibition, % at 15 µM | hit rate 0.67% among 360,000 | AID 602261;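 active means compounds whose normalised, plate-corrected inhibition of enzyme fluorescence in the single-dose primary screen is 50% or more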;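 further: 0% = DMSO with enzyme and 100% = substrate without enzyme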
MsrA inh: bovine MsrA inhibition | purified bovine MsrA, absorbance read-out | inhibition, % at 15.5 µM | hit rate 0.75% among 360,000; in the data active means inhibition above about 4.5%;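 further: 0% = vehicle wells with enzyme and 100% = reference inhibitor wells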
Neddyl block: blocks human cullin neddylation. calls only at 25 µM. hit rate 0.58% among 360,000. TR-FRET cullin neddylation, biochemical. P61081+Q13564; in the data active means inhibition above about 36%
SKN-1 inh: C. elegans SKN-1 inhibition. C. elegans VP596 Pgst-4::GFP/RFP ratio, acrylamide-induced, 24 h. hit rate 0.49% among 360,000. inhibition, % at 21.8 µM;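 active means interference check ratio from 0.5 to 1.5 plus GFP to RFP signal ratio inhibition reaching or exceeding a fixed threshold, cut at about 30% in these data, passing the limit was not always enough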; further: some compounds called inactive have numbers as strong as hits
MsrA act: bovine methionine sulfoxide reductase A activation | purified bovine MsrA, absorbance read-out | activation, % at 10.6 µM | hit rate 0.3% among 360,000 | AID 602163; in the data active means activation above about 7.5%;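 further: 0% = vehicle and 100% = reference activator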
* hit, by the source's call; i = inactive; nt = no result given.

Compound | eLon inh | MT1-MMP act inh | Rin1-Abl PPI inh | CendR NRP1 mod | FAS TE block | MsrA inh | Neddyl block | SKN-1 inh | MsrA act
O=C(Nc1ccccc1)Nc1cc([N+](=O)[O-])ccc1F | -7 | 2 | 0 | 12 | 39 | 0.3 | i | 2 | -4
O=C(Nc1ccc2c(c1)OCCO2)C(CCc1ccccc1)N1CCC(Cc2ccccc2)CC1 (configuration not stated) | -13 | -1 | 3 | -6 | 14 | -0.9 | i | -5 | -6
CC(C)NC(=O)c1ccc(CNC(=O)OCC(F)(F)F)cc1 | 2 | -1 | -4 | 5 | -8 | -0.2 | i | 17 | -3
c1cncc(CSc2nnc3ccc(-c4ccncc4)nn23)c1 | 2 | -2 | -7 | 8 | -7 | 0.9 | i | -6 | -11
OC(COCC1COc2ccccc2O1)CN1CCN(c2ccc(F)cc2)CC1 (configuration not stated) | -2 | 0 | -1 | -11 | -11 | 3.2 | i | 2 | -2
CCOc1ccc(-c2cc(C(=O)OC)nc3c2c(=O)n(C)c(=O)n3C)cc1 | -4 | 0 | 1 | -10 | -4 | 0.9 | i | 3 | -2
COC(=O)[C@]1(Cc2ccccc2)N[C@H](CN(C)C(=O)c2ccc(C)cc2)[C@@H]2C(=O)N(C)C(=O)[C@@H]21 | -6 | 1 | 3 | -6 | -6 | -0.3 | i | -8 | 3
COc1cc(CC(=O)OCn2nnc3ccccc3c2=O)cc(OC)c1OC | -8 | -10 | 0 | -8 | 9 | 0.8 | i | 4 | -10
CCCn1c(=O)c2ccccc2n2c(SCCOc3ccc(Cl)cc3)nnc12 | -7 | 2 | 2 | -14 | 27 | 0.9 | i | -4 | 2
CCOCCCNC(=O)C(NC(=O)CNC(C)=O)c1ccc(Cl)cc1 (configuration not stated) | -2 | -6 | -1 | 24* | -3 | -1.9 | i | 3 | 3
CCCCn1nnnc1SCC(=O)N1CCCC1 | -6 | 2 | 1 | -6 | -7 | 0.1 | i | -6 | 0
Cc1cc(C)nc(NC2=NCC(=O)N2c2ccc3c(c2)OCCO3)n1 | 2 | 1 | -3 | -10 | -8 | 8.6* | i | 7 | -2
CC1CCN(C(=O)COC(=O)c2cccc(NS(=O)(=O)c3ccccc3)c2)CC1 | 0 | 2 | -6 | -2 | 4 | 1.5 | i | 5 | -2
Cc1ccc(NC(=O)Cn2c(=O)cnc3ccccc32)cc1S(=O)(=O)N1CCCCC1 | -6 | -9 | 1 | -27 | 2 | 0.4 | i | 14 | 0
Cc1ccncc1CNC(=O)c1ccccc1 | -4 | 6 | 5 | 2 | -6 | -0.9 | i | 1 | -2
CCOC(=O)c1ccc(NC(=O)c2nc[nH]c2C(=O)N[C@@H](CC(C)C)C(=O)OC(C)(C)C)cc1 | -1 | -12 | -2 | -6 | 9 | 0.0 | i | -23 | -10
CCCCNc1c(-c2ccc(SC(C)CC)cc2)nc2cnccn12 (configuration not stated) | -5 | -44 | -3 | -9 | 55* | nt | i | 13 | -8
CCOc1ccc(C2NC(=O)c3ccccc3O2)cc1 (configuration not stated) | 3 | -1 | 0 | -1 | -9 | -1.0 | i | -12 | 1
CS(=O)(=O)c1ccccc1C(=O)N(CCc1ccccc1)Cc1ccccc1 | 7 | -1 | 0 | 16 | 8 | -1.1 | i | -22 | -7
Cc1ccc(C(=O)Oc2ccc(C(=O)COC(=O)C3CC(=O)N(Cc4ccco4)C3)cc2)cc1 (configuration not stated) | -6 | -4 | 0 | -8 | 10 | nt | i | 8 | -11
CC(=O)NC(c1ccccc1)c1nc(-c2csc3ccccc23)cs1 (configuration not stated) | 4 | -3 | 1 | 1 | 12 | 0.1 | i | 7 | -2
CCOc1ccc(CCNC(=O)c2nccnc2C(=O)O)cc1OCC | -8 | 0 | -1 | 13 | -6 | -0.7 | i | 16 | -2
COc1ccccc1C(CNC(=O)C1CC(=O)N(Cc2ccccc2)C1)N1CCCC1 (configuration not stated) | -6 | -4 | 4 | -5 | -6 | 0.0 | i | 12 | 0
Cn1c(SCC(=O)NC(=O)CN2CCCC2=O)nnc1-c1ccc(F)cc1 | -4 | 2 | 1 | -10 | -4 | -0.4 | i | 5 | -2
COc1ccccc1NC(=S)N(CCN1CCOCC1)Cc1ccccc1F | -11 | 2 | 1 | 6 | -2 | 0.4 | i | 4 | 0
O[C@@H]1CN(CC2CCCCC2)[C@@H](c2ccc(Cl)cc2)C[C@H]1n1cc(C2CC2)nn1 | 0 | -16 | -2 | -20 | 24 | 0.8 | i | 16 | -3
COc1ccc(C(C)(C)C)cc1NC(=O)COc1ccc(-c2nnco2)cc1 | 8 | -2 | 0 | 0 | -26 | -1.3 | i | 13 | -4
Cc1[nH]c2ccccc2c1/C=N/NC(=O)CNC(=O)c1ccc2c(c1)OCO2 | 0 | -2 | 2 | -10 | -5 | 2.6 | i | -10 | -3
Clc1cccc2sc(N3CCCC3)nc12 | -2 | -2 | 2 | -6 | -5 | 0.4 | i | -8 | -11
O=S(=O)(Nc1ccc(Cl)cn1)c1cnc(Cl)c(Br)c1 | 11 | 1 | 4 | 5 | 6 | -0.2 | i | -10 | 0
Cc1ccc(Sc2cnccc2C#N)cc1 | -1 | -4 | 2 | 1 | 24 | -0.1 | i | 14 | -1
Cc1cc(Oc2ncccc2[N+](=O)[O-])c2cc(Cl)ccc2n1 | -1 | -2 | -1 | -4 | 7 | 1.7 | i | -1 | -3
Cc1ccccc1N1C(=O)c2cccc3cccc(c23)C1=O | 3 | -5 | -4 | -4 | 4 | 2.0 | i | 3 | -1
COc1ccc2[nH]c(=O)c(CN(C(=O)C3CCCO3)c3ccc(C)cc3)cc2c1 (configuration not stated) | 0 | 2 | 2 | -1 | -2 | 0.8 | i | 2 | -7
Cc1cccc(NC(=O)CSc2nccn2Cc2ccco2)c1C | -3 | -2 | -1 | 0 | -2 | -0.8 | i | 2 | -7
CC(=O)c1ccc([N+](=O)[O-])c(CS(=O)(=O)c2ccc(Cl)cc2)c1 | -3 | 0 | 3 | -4 | 15 | -0.2 | i | -1 | -3
Cc1c(C)c2ccc(OCC(=O)N3CCN(C(=O)C4COc5ccccc5O4)CC3)cc2oc1=O (configuration not stated) | 5 | 3 | 1 | 3 | 5 | 0.2 | nt | 3 | -6
COc1cc(-c2nc3ccccn3c2/N=C/c2cccc(F)c2)ccc1O | -5 | -1 | 1 | 2 | 2 | 2.6 | nt | 6 | -4
CCCCn1c(SCC(=O)NCCOC)nc2ccc(N3CCOCC3)cc2c1=O | 1 | nt | -1 | 8 | 1 | 1.3 | nt | 1 | -12
O=C(CC[C@H]1O[C@@H](n2ccc(=O)[nH]c2=O)[C@H](O)[C@@H]1O)N1CCN(c2ccccn2)CC1 | -10 | 1 | 2 | 11 | -4 | 1.0 | i | 18 | -11
CN(C)c1nc(NCc2ccccc2)nc(SCC(=O)Nc2ccccc2Cl)n1 | -1 | -6 | 1 | -2 | 16 | 0.3 | i | 12 | -1
CCc1nc2ccc(C(=O)Nc3cccc(OCC(=O)N(C)C)c3)cn2c1N(CC)CCN(C)C | -5 | -2 | 0 | 7 | -2 | -1.2 | i | 9 | 1
COc1ccc(C(C(=O)NC(C)(C)C)N(C(=O)CNC(=O)c2cccs2)c2ccc(C(C)C)cc2)cc1OC (configuration not stated) | 5 | 0 | 2 | 2 | 16 | 0.1 | i | 8 | 1
Cn1c(=O)[nH]c(=O)c2c1nc(NCCCn1ccnc1)n2Cc1ccccc1 | -12 | -1 | -2 | 6 | -6 | 0.4 | i | -7 | -10
COc1ccc(CCNC(=O)CSc2nnc(CNc3ccc(Cl)cc3)o2)cc1OC | 4 | 8 | 0 | 9 | -5 | -2.4 | i | -15 | -2
COc1ccc(C2(C)NC(=O)N(CC(=O)N(c3ccccc3)C3CCS(=O)(=O)C3)C2=O)cc1 (configuration not stated) | -7 | 4 | 2 | 1 | -5 | -0.6 | i | 23 | -3
C[C@H](NC(=O)c1ccco1)C(=O)N1CCN(c2ccc(C(F)(F)F)cn2)CC1 | -12 | 2 | 3 | -15 | -2 | -0.6 | i | -4 | -1
CN(C(=O)COC(=O)c1cc(=O)[nH]c2ccccc12)c1ccccc1 | -3 | -4 | 2 | 13 | -8 | 1.8 | i | 1 | -10
C[C@H](O)[C@@H](C(=O)N1CCN(C(=O)OC(C)(C)C)CC1)n1cc(CCCCNC(=O)OC(C)(C)C)nn1 | -4 | 3 | -2 | 11 | -10 | -1.2 | i | 1 | -3
O=C(c1cc(-c2cccc(O)c2)on1)N1CCN(C(c2ccccc2)c2ccccc2)CC1 | -5 | -11 | 0 | 4 | 29 | -0.1 | i | 11 | -6
O=C(CCN1C(=O)C2C3CCC(C3)C2C1=O)OCC(=O)c1ccc(Cl)cc1 (configuration not stated) | -6 | 2 | 4 | 2 | -2 | -1.0 | i | -2 | -3
COc1ccc(CCN(C)CCC(=O)Nc2cc(C)ccc2C)cc1OC | 8 | 1 | 0 | -3 | -6 | 0.8 | i | -17 | -13
CCOC(=O)c1nc(N/N=C/c2ccccc2)sc1Br | -8 | 3 | -1 | 6 | -1 | 1.7 | i | 16 | -2
O=C(Nc1nnc([C@H]2C[C@H](O)[C@@H](CO)O2)s1)c1cccc(C(F)(F)F)c1 | -22 | 1 | -6 | -19 | -10 | 1.0 | i | 17 | 0
O=C(NCc1ccc2c(c1)OCO2)c1ccc(N2CCCC2=O)cc1 | 2 | 0 | 0 | 4 | -1 | -0.6 | i | 0 | -9
COC(=O)c1cc(NC(=O)C2C3C=CC(C3)C2C(=O)O)cc(C(=O)OC)c1 (configuration not stated) | -1 | -3 | 0 | -8 | -10 | 0.2 | i | 22 | -3
CCOC(=O)N1CCN(C(=O)CSc2nnc(-c3ccc(C)c(C)c3)o2)CC1 | -6 | -1 | 1 | 13 | -2 | 0.6 | i | -3 | 0
O=C(CCN1CCN(c2ccccn2)CC1)Nc1ccc(F)cc1 | -4 | 1 | 4 | 0 | -6 | -0.9 | i | 1 | -2
O=[N+]([O-])c1ccc(Cl)c(/C=N/n2c(COc3ccccc3)n[nH]c2=S)c1 | -2 | 15 | 3 | -6 | 48 | -0.1 | i | -7 | -10
CN(C)CCCNc1nc2cc(-c3ccccc3CO)sc2c(=O)n1C | -9 | -1 | 0 | -6 | -8 | 0.9 | i | -9 | -1

New compounds follow:
Compound | eLon inh | MT1-MMP act inh | Rin1-Abl PPI inh | CendR NRP1 mod | FAS TE block | MsrA inh | Neddyl block | SKN-1 inh | MsrA act
CC(C)(O)C#Cc1ncc(C(F)(F)F)cc1Cl | 8 | 1 | -3 | -6 | -1 | 0.5 | i | 4 | -2
Cc1cc(Cl)c(S(=O)(=O)Nc2ccc3c(c2)OCCO3)cc1OCC(=O)NC1CCCCC1 | 4 | 1 | -2 | -5 | 31 | -0.6 | i | -7 | 0
CN(C)S(=O)(=O)c1ccc(NC(=O)CN2C(=O)NC3(CCCC3)C2=O)cc1 | 0 | -1 | -2 | 8 | -2 | 0.2 | i | -9 | -2
CN(C)CC/C=C1\c2ccccc2CSc2ccccc21 | -3 | -5 | 1 | -6 | -2 | 1.5 | i | -14 | -5

An excerpt of these results, with each value named:
Structure: Cc1cc(Cl)c(S(=O)(=O)Nc2ccc3c(c2)OCCO3)cc1OCC(=O)NC1CCCCC1
  eLon inh = 4	MT1-MMP act inh = 1	Rin1-Abl PPI inh = -2	CendR NRP1 mod = -5	FAS TE block = 31	MsrA inh = -0.6	Neddyl block = i	SKN-1 inh = -7	MsrA act = 0
Structure: CC(C)(O)C#Cc1ncc(C(F)(F)F)cc1Cl
  eLon inh = 8	MT1-MMP act inh = 1	Rin1-Abl PPI inh = -3	CendR NRP1 mod = -6	FAS TE block = -1	MsrA inh = 0.5	Neddyl block = i	SKN-1 inh = 4	MsrA act = -2
Structure: CN(C)CC/C=C1\c2ccccc2CSc2ccccc21
  eLon inh = -3	MT1-MMP act inh = -5	Rin1-Abl PPI inh = 1	CendR NRP1 mod = -6	FAS TE block = -2	MsrA inh = 1.5	Neddyl block = i	SKN-1 inh = -14	MsrA act = -5
